High-throughput results from PubChem.
aSyn rescue = inhibitors of alpha-synuclein toxicity in yeast. hit rate 0.14% among 370,000. Yeast expressing alpha-synuclein, growth rescue, BacTiter-Glo, 24 h. Potency, µM (top dose mostly 46.1 µM), for the others: at the highest dose growth rescue (activation), hits mostly activators; also: potency is read from the fitted curve at half-maximal effect; % of control where 0% means no effect; nearly all actives have a fitted effect of over 65% in size
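Screening used galactose-induced yeast with toxic alpha-synuclein levels, exposed to compound for 24 hr at 30 deg C. Cell growth, read with BacTiter-Glo luminescence, gave the measured signal.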
Akt phos inh = Akt phosphorylation inhibition; Neuro2A IGF-stimulated pAkt S473 HTRF, 20 min; active compounds read low; activity change, % for hits at 50 µM; hit rate 0.32% among 360,000; AID 651550; in the data active = activity change below about -80%; inconclusive = mostly about -51% to -80%; also: % is scaled to controls: 0 for no effect and ±100 for the full control effect
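Neuro2A cells (4,500/well, DMEM with 0.5% FBS) were treated with compound at a single 50 µM final concentration, stimulated with 6 nM IGF for 20 min at 37 °C, and lysed. Phospho-Akt Ser473 was read by HTRF as 665/615 ratio ×10^4.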
FUS yeast rescue = FUS proteinopathy suppression in yeast. Potency, µM (series often up to 76.6 µM), inactives show at the highest dose growth rescue (activation), usual class: activators. AID 1347120. hit rate 0.24% among 390,000. S. cerevisiae FUS-expressing, growth rescue, OD600, 24 h;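 also: potency is read from the fitted curve at half-maximal effect; plate controls were DMSO vehicle for no effect and reference control for full effect; nearly all actives have a fitted effect of over 55% in size; some results filed as inactive show a strong effect at the top dose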
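S. cerevisiae expressing FUS from galactose induction served as the toxicity model. Growth after 24hr at 30C, read as absorbance at 600 nm, indicates suppression of toxicity; compounds dosed at several concentrations.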
TDP43 rescue = TDP-43 toxicity inhibition in yeast; TDP-43 expressing yeast growth rescue, BacTiter-Glo, 24 h; Potency, µM (top dose mostly 46.1 µM), for inactives: top-dose growth rescue (activation), hits mostly activators; hit rate 1.8% among 410,000; also: potency is read from the fitted curve at half-maximal effect; % of control where 0% means no effect; nearly all actives have a fitted effect of over 50% in size
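Luminescence from BacTiter-Glo reports growth of TDP-43-expressing yeast after 24 hr at 30 deg C with compound. Cells were raffinose-pregrown to mid-log, then seeded in galactose medium at OD600=0.02.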
GLP1R inv ag = GLP-1 receptor (human) inverse agonism; P43220; HEK293 GLP-1R CRE-luciferase, luminescence, 24 h; GLP-1R form is constitutively active; Potency, µM (series often up to 38.3 µM), for inactives: at the top dose activity change, negative = inhibition, usual class: inhibitors; hit rate 1.6% among 410,000; AID 624417; also: potency is read from the fitted curve at half-maximal effect; % is scaled to controls: 0 for no effect and ±100 for the full control effect; nearly all actives have a fitted effect of over 55% in size
Target sequence (P43220 whole entry, looked up): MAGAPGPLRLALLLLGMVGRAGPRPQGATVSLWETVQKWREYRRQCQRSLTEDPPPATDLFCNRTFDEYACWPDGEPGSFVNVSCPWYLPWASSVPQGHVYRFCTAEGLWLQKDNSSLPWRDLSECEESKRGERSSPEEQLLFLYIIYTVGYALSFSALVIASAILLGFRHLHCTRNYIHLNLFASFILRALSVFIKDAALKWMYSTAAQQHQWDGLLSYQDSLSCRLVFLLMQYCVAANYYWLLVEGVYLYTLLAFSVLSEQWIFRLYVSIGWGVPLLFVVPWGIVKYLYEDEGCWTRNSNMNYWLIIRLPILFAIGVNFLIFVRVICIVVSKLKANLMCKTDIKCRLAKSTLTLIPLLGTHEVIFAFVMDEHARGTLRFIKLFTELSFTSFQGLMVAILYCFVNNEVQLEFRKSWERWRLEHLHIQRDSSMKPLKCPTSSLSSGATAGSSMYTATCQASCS
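Readout was luciferase luminescence, measured 12 min after detection reagent at room temperature. Beforehand, GLP-1R reporter HEK293 cells had sat 12 h, then received compounds for 24 hr at 37 deg C.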
PTHR1 agonist = activates the human parathyroid hormone receptor PTHR1; AID 743266; hit rate 0.075% among 410,000; Potency, µM (series often up to 115 µM), for the others: top-dose activation, usual class: activators; HEK293 GP2 PTHR1 cells, GloSensor cAMP luminescence, 1 h; also: potency is read from the fitted curve at half-maximal effect; nearly all actives have a fitted effect of over 55% in size; some results filed as inactive show a strong effect at the top dose; inactives centre near -15; many of its hits are not listed in these tables
Target sequence (Q03431 whole entry, looked up): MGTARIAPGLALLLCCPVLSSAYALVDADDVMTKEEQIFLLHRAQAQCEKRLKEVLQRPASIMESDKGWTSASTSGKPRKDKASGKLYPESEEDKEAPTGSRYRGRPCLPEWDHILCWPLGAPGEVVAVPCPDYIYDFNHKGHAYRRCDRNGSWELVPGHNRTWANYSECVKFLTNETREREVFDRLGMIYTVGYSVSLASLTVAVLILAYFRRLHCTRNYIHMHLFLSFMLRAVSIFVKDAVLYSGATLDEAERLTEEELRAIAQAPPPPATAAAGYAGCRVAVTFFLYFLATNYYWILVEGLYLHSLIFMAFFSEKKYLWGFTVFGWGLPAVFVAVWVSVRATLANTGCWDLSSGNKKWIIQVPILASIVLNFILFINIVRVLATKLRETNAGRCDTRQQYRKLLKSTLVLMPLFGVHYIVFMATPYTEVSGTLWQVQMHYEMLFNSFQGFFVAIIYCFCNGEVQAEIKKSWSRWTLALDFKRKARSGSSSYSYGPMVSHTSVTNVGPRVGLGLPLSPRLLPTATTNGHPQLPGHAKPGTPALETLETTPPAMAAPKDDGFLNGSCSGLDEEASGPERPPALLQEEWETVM
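HEK-293-derived GP2 cells expressing PTHR1 and a GloSensor cAMP reporter, 3,000/well, plated overnight, given luciferin plus IBMX (each 0.5 mM as added) for 1 h at 37 °C, then compound for 1 h at 37 °C. Luminescence was read after 15 min at room temperature.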
Abeta rescue = restores growth of yeast expressing A-beta42 peptide; yeast expressing A-beta42, growth rescue, OD600, 48 h; response scale: 0% DMSO, 100% iron-clioquinol control; Potency, µM (titrated, usually from 46.1 µM), inactives show at the highest dose growth rescue, actives largely listed as activators; hit rate 0.063% among 410,000; AID 1347071; also: potency is read from the fitted curve at half-maximal effect; nearly all actives have a fitted effect of over 55% in size
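Growth rescue measured by 600 nm absorbance after 48 h yeast culture at 30 C with compound. Values normalized between DMSO and an equimolar ferric chloride plus clioquinol control.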
GLP1R cytotox = cytotoxic in the GLP-1 receptor inverse agonist counter-screen; Potency, µM (top dose mostly 38.3 µM), without a hit: top-dose activity change, negative = inhibition, hits mostly inhibitors; hit rate 0.13% among 410,000; HEK293 cAMP-luciferase reporter cells, luminescence, 24 h;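 also: loss of luciferase light is scored as toxicity; potency is read from the fitted curve at half-maximal effect; % is scaled to controls: 0 for no effect and ±100 for the full control effect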
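A 23 nL compound transfer followed 12 hours of cell culture at 37 deg C; exposure then lasted 24 hr. Luciferase assay detection reagent was dispensed and plates read for luminescence after a 12 min room-temperature wait.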
MmCpn inh = inhibitors of Methanococcus maripaludis chaperonin (MmCpn) | purified Mm-Cpn ATPase, ADP Transcreener TR-FRET | Potency, µM (highest dose often 76.9 µM), inactives show top-dose activity, negative = inhibition, actives largely listed as inhibitors | hit rate 0.031% among 330,000 | AID 504842; also: potency is read from the fitted curve at half-maximal effect; % is scaled to controls: 0 for no effect and ±100 for the full control effect; nearly all actives have a fitted effect of over 80% in size
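Eu-cryptate anti-ADP/ADP-d2 competition gives a ratio inversely related to ADP. Enzyme at 25 nM was pre-exposed to compound for 10 min, then given 10 uM ATP for 30 min, 37°C throughout.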
Starred values were filed as active, the others as inactive; i = inactive; ? = inconclusive; . = not tested or not shown; [ ] = dose if it differs, or a comment. Unless noted, calls follow the shape of the dose curve; as a rule, active = well fitted curve in the direction sought with a large enough effect; inconclusive = small, poorly fitted or top-dose-only effect, or another doubt; inactive = no such curve, though single readings can be large; an effect the other way counts as inactive or inconclusive. Only part of the results is shown; count on the stated rates, not on these rows.

SMILES	aSyn rescue	Akt phos inh	FUS yeast rescue	TDP43 rescue	GLP1R inv ag	PTHR1 agonist	Abeta rescue	GLP1R cytotox	MmCpn inh
O=S(=O)(c1ccc(N2CCC(c3ccc(Cl)cc3)=N2)cc1)N(CCO)CCO	-1%	?	?	9%	-7%	-19%	-4%	.	-18%
CSCC[C@@H](C(=O)NCCCCCCCCCCC(=O)N1CCNCC1)n1cc(CCO)nn1	-2%	i	-22%	-7%	18%	-18%	-6%	-7%	0%
CCOC(=O)CCCCCC(=O)Nc1ccc2c(c1)CC(=O)N([C@@H](C)CO)C[C@H](C)[C@@H](CN(C)Cc1ccccc1)O2	-1%	i	5%	6%	22%	-9%	2%	-19%	?
Cc1cc(S(=O)(=O)N2CCN(c3ccc(F)cc3)CC2)ccc1-n1cnnn1	0%	i	-28%	4%	2%	-17%	-3%	5%	0%
O=C(c1cccc(C(F)(F)F)c1)c1c[nH]c(C(=O)NCC2CCCO2)c1 (stereo unspecified)	-10%	i	5%	-3%	-14%	i	-7%	-3%	1%
COc1ccc(N2CCN(C(c3cccs3)c3nnnn3C3CCCC3)CC2)cc1 (stereo unspecified)	15%	i	54%	-16%	-24%	-3%[57.5 µM]	-64%[inhibitor]	8%	0%
CCN=C(NCC)SC1CC(=O)N(c2ccc(F)cc2)C1=O (stereo unspecified)	0%	i	-14%	-3%	17%	-23%	-12%	6%	0%
C=CCn1c(SCC(=O)Nc2sc3c(c2C#N)CCC(C)C3)nc2cc(C(=O)O)ccc2c1=O (stereo unspecified)	-2%	i	16%	-14%	17%	-13%	1%	-9%	-3%
CCOc1c(C)cc2[nH]c(CCC(=O)O)nc2c1C	0%	-112%*	-10%	2%	26%	i	-23%	79%[activator]	0%
Cc1cc(NCCN2CCOCC2)n2nc(C)c(-c3ccc(Cl)cc3)c2n1	7%	i	-13%	4%	?	-28%	-2%	-15%	2%
CC(=O)N1c2ccc(S(=O)(=O)N3CCCC3)cc2CC1C(=O)Nc1cc(C)cc(C)c1 (stereo unspecified)	0%	.	6%	16%	-49%	-12%	-6%	-17%	-7%
O=C(O)CNC(=O)c1ccc(NC(=O)/C(=C/c2cccc([N+](=O)[O-])c2)NC(=O)c2ccco2)cc1	-4%	i	.	8%	6%	-1%	-20%	12%	-2%
CN(C)CCCNc1oc(/C=C/c2ccc(F)cc2)nc1C#N	.	.	2%	-4%	-16%	3%	-25%	1%	.
CCc1cc(C(=O)COc2ccc(F)cc2)c(O)cc1O	-2%	i	1%	28%	?	-17%	-22%	5%	-14%
Cc1ccc(-n2c(C)cc(C(=O)CN3C(=O)C(=O)N(C4CCCC4)C3=O)c2C)cc1	7%	i	22%	7%	?	-29%	21%	-16%	0%
Cc1ccc(/C=C/C(=O)O)cc1S(=O)(=O)N1CCc2ccccc21	10%	i	5%	7.9µM*	18%	i	-27%	4%	0%
CC(=O)c1cccc(NC(=S)N2c3ccccc3CC2C)c1 (stereo unspecified)	-10%	i	28%	14%	-11%	i	0%	-7%	2%
CC(=O)c1ccc(OCc2cc(C(=O)N(C)Cc3ncc(C)[nH]3)no2)cc1	2%	i	.	0%	21%	-15%	5%	7%	2%
CCOc1ccc(C(=O)Nc2cnn(Cc3ccc(Cl)c(Cl)c3)c2)cc1	15%	i	19%	1%	0%	i	12%	1%	1%
COc1ccc(C(=O)Nc2cc(C)nn2-c2cccc(F)c2)cc1OC	-1%	i	-18%	9%	8%	-1%	7%	5%	1%
CCCCn1c(=NC(=O)c2ccco2)c(C(=O)OCC)cc2c(=O)n3cccc(C)c3nc21	4%	i	-9%	16%	41%[activator]	-7%	-1%	203%[activator]	-5%
CCc1noc(C)c1C(=O)OCC(=O)NC(=O)c1ccccc1	-1%	i	16%	16%	-4%	i	8%	0%	0%
CCCN1CCCC[C@H]1C(=O)Nc1c(C)cccc1C	-11%	i	-32%	5%	2%	i	-14%	-6%	.
Cc1cccc(-n2c(SCC(=O)Nc3nnc(C)s3)nnc2-c2ccoc2C)c1	18%	i	18%	2%	3%	i	19%	-15%	-5%
COc1ccc(NC(=O)COC(=O)Cc2ccccc2[N+](=O)[O-])cc1OC	0%	i	-1%	4%	7%	-22%	-3%	4%	-1%

Structures shown so far that have a nitro group on carbon, in the order listed:
SMILES	aSyn rescue	Akt phos inh	FUS yeast rescue	TDP43 rescue	GLP1R inv ag	PTHR1 agonist	Abeta rescue	GLP1R cytotox	MmCpn inh
O=C(O)CNC(=O)c1ccc(NC(=O)/C(=C/c2cccc([N+](=O)[O-])c2)NC(=O)c2ccco2)cc1	-4%	i	.	8%	6%	-1%	-20%	12%	-2%
COc1ccc(NC(=O)COC(=O)Cc2ccccc2[N+](=O)[O-])cc1OC	0%	i	-1%	4%	7%	-22%	-3%	4%	-1%

(further entries)
SMILES	aSyn rescue	Akt phos inh	FUS yeast rescue	TDP43 rescue	GLP1R inv ag	PTHR1 agonist	Abeta rescue	GLP1R cytotox	MmCpn inh
CCOC(=O)c1c2c3c(cccc3[nH]c1=O)C(=O)c1ccccc1-2	-1%	i	3%	-9%	26%	-2%	-18%	8%	1%
COc1ccc(OCCC(=O)Nc2cc3c(cc2C(=O)O)OCCCO3)cc1	-12%	i	21%	3%	22%	-24%	-3%	-3%	-3%
Cc1c(O)c2c(=O)n(-c3ccccc3)c(-c3ccccc3)cc2oc1=O	2%	i	9%	6%	16%	-7%	-4%	-1%	0%
COc1cc(NC(=O)c2ccc3c(c2)S(=O)(=O)N=C2CCCCCN23)cc(OC)c1	0%	i	4%	-5%	-25%	-28%	1%	4%	-2%
COc1ccc(C)cc1N(CC(=O)N1CCCC1)S(C)(=O)=O	-6%	i	-3%	0%	3%	i	-13%	8%	-1%
Cc1ccc(NC(=O)CN2C(=O)NC(C)(c3ccc(Cl)cc3)C2=O)c(Br)c1 (stereo unspecified)	8%	i	?	-7%	?	-32%[inhibitor]	20%	-1%	1%
COc1ccc(Cn2nnnc2C(c2cccs2)N2CCN(c3ccc([N+](=O)[O-])cc3)CC2)cc1 (stereo unspecified)	2%	i	15%	21%	5%	-13%	31%	3%	-2%
O=C(NNC(=O)c1cccs1)c1ccc(Cl)c(Cl)c1	-8%	i	21%	0%	5%	i	-3%	4%	2%
CCCOc1ccc(C(=O)Nc2cc3c(cc2N2CCOCC2)n(C)c(=O)n3C)cc1	.	.	-7%	-1%	5%	22%	-29%	-9%	.
Cc1ccc(/C=N/NC(=O)COc2ccccc2-c2ccccc2)cc1	-13%	i	.	24%	-59%	i	5%	-39%	4%
O=C(COc1ccc2ccc(=O)oc2c1)NC1CCS(=O)(=O)C1 (stereo unspecified)	-9%	i	17%	-23%	23%	i	-5%	2%	-1%
O=C(NC1CCCCC1)C(c1cccnc1)N(C(=O)c1ccc(Cl)nc1)C1CCCCC1 (stereo unspecified)	-2%	i	15%	4%	5%[0.307 µM]	i	18%	-4%[0.307 µM]	1%
CCc1ccccc1NC(=O)CSc1nnc(-c2ccccc2)c(-c2ccccc2)n1	.	.	31%	11%	?	-15%	-8%	3%	.
COc1ccc(C(=O)N2CCCC(Nc3ccc(C(C)C)cc3)C2)c(OC)n1 (stereo unspecified)	4%	i	.	4%	?	-14%	-19%	-7%	-1%
O=S(=O)(Cc1ccccc1)N1CCN(Cc2ccccc2)CC1	-1%	i	12%	-16%	0%	i	5%	14%	-1%
Cn1c(-c2ccc(F)cc2)cnc1SCC(=O)N1CCCc2ccccc21	-2%	i	.	-4%	-28%	i	10%	-15%	0%
Cc1nnc(SCC(=O)NC2CCCCC2)n1C1CCCCC1	2%	i	0%	0%	14%	i	-10%	-8%	2%
Cc1c(Br)c([N+](=O)[O-])nn1CC(=O)Nc1cccc2nonc12	0%	i	7%	2%[9.22 µM]	-19%	-7%	-22%	3%	-6%
Fc1ccc(Br)cc1/C=N/N1CCN(c2ccccc2)CC1	-11%	i	-21%	17%	-27%	-7%	9%	-3%	1%
COc1ccc(NC(=O)c2ccc3nc[nH]c3c2)c(OC)c1	-2%	i	7%	-2%	5%	-5%	-7%	8%	1%
COC(=O)COc1ccsc1C(=O)OC	5%	i	12%	-9%	20%	i	24%	6%	0%
O=C(/C=C/c1ccc(S(=O)(=O)N2CCOCC2)cc1)NC(=S)NCCCn1ccnc1	1%	i	14%	-11%	?	i	14%	-14%	-1%
CCN1CCN(CCC(=O)Nc2ccccc2OC)CC1	18%	.	22%	-25%	2%	i	-7%	-3%	2%
Cc1cc(Br)ccc1NC(=O)c1ccccc1-c1ccccc1	2%	i	.	?	-73%	-20%	4%	5%	1%
CCOC(=O)N1CCN(c2c(NCc3ccccn3)c(=O)c2=O)CC1	-1%	i	-2%	2%	6%	2%	-4%	26%	2%
Cc1cc(C)n2nc(C(=O)NCc3ccccc3)nc2n1	-6%	i	23%	-16%	13%	-5%[57.5 µM]	0%	-5%	0%
COc1ccccc1NC(=O)CCC(=O)O	-16%	i	16%	9%	2%	i	-7%	-12%	-2%
CCN(CC)C(=O)CN1CCN(Cc2ccc3c(c2)OCO3)CC1	0%	i	-29%	-12%	-14%	-9%	-27%	0%	0%
Cc1ccccc1C(C(=O)NCc1ccco1)N(CC1CCCO1)C(=O)Cn1nnc2ccccc21 (stereo unspecified)	4%	i	2%	4%	-34%	-3%	17%	18%	2%
Cc1cc(C)cc(C(=O)Nc2nc3ccccc3[nH]2)c1	2%	i	-18%	-9%	?	0%	9%	?	0%
